Bioassay records (PubChem)
ROMK mod = modulators of human ROMK potassium channel; AID 1918; Tet-inducible ROMK, thallium flux fluorescence; actives lie on both sides; 130,000 tested, 2% active; B-score at 10 µM; P48048;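 active means signal ratio slope over the read window, or its plate-corrected B-score, at least 3 SD from the plate mean, either direction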;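 further: B-score of the F/F0 ratio slope over 7 to 12 s after thallium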
TR-FRET SRC-2 ct = flags TR-FRET format artefacts in PPARgamma SRC-2 recruitment agonist screen; TR-FRET artefact counter-screen; hits give high values; TR-FRET ratio at 8 µM; 200,000 tested, 0.4% active; AID 1049; in the data active means TR-FRET ratio above about 2000; further: inactives centre near 1500
PPARg SRC-2 ag = promotes SRC-2 coactivator recruitment by human PPARgamma. activation, % at 8 µM. PPARgamma LBD-SRC-2 recruitment, biochemical. 200,000 tested, 0.34% active; in the data active means activation above about 22%;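 further: 0% = vehicle and 100% = reference agonist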
Target sequence (P37231 whole entry, looked up, the tested form may be a part): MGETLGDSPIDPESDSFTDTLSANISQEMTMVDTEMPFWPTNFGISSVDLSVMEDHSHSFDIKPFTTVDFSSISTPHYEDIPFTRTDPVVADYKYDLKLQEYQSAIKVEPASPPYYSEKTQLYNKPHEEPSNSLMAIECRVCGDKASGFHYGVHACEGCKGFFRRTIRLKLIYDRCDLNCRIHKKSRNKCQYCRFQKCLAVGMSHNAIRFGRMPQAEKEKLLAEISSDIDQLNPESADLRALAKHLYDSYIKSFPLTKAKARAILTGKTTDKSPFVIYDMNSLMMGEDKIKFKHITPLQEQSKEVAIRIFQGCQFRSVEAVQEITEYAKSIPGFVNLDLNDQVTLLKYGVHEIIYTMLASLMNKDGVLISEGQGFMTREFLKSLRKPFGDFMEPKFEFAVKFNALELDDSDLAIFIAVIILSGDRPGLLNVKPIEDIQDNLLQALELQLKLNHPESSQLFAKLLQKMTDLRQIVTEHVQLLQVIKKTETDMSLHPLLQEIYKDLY
TNAP act hi DEA = increases human TNAP activity under high phosphate acceptor concentration | P05186 | purified TNAP, CDP-star luminescence, 1 M DEA, 30 min; hits give high values; 0 = EDTA background, 1 = DMSO-only activity | 200,000 tested, under 10 active | AID 1136 | activation factor at 20 µM;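 active means activation factor at least 2 at 20 µM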
Target sequence (P05186 whole entry, looked up): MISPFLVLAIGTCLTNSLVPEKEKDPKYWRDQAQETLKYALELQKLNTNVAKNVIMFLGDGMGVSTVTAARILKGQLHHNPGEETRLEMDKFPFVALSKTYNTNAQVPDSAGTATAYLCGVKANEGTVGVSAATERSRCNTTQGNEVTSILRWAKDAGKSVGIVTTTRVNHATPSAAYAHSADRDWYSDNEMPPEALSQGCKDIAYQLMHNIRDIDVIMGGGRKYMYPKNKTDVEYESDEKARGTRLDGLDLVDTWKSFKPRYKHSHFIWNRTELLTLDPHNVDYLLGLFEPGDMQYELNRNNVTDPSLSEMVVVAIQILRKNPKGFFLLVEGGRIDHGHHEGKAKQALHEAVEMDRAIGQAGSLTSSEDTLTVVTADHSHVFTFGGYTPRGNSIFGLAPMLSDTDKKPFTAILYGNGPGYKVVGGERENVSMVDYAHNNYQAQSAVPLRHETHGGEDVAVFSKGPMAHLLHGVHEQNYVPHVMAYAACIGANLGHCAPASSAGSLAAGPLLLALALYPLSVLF
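Control set: EDTA negative control, DMSO positive control / Assay system: human TNAP / Quantity: TNAP 1/800 final / Evaluation: TNAP activation factor scaled between EDTA and DMSO control wells / Measured by: luminescent substrate turnover signal / Compound dosing: one dose, 20 µM / Times: 30 min enzyme reaction at room temperature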
STAT3 blocker = inhibitors of IL-6 induced STAT3 signaling; inhibition, % at 5.5 µM; U3A cells, IL-6 STAT3-luciferase reporter, luminescence; host cell line lacks STAT1; 190,000 tested, 0.89% active; AID 862;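 active means inhibition above the mean inhibition across all screened compounds plus 3 SD, cut at about 44% in these data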;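 further: 0% = DMSO only wells and 100% = 100 µM nifuroxazide control wells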
bIAP act = intestinal alkaline phosphatase (bovine) activation; 200,000 tested, 0.17% active; purified bovine IAP, CDP-star luminescence, 30 min; hits give high values; fold of DMSO-control signal, blank-subtracted; activation factor at 20 µM;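 active means activation factor of 2 or more at 20 µM, a signal rise over negative controls twice the positive control's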
bIAP inhibitor = intestinal alkaline phosphatase (bovine) inhibition | purified bovine IAP, CDP-star luminescence, 30 min | inhibition, % at 20 µM | 190,000 tested, under 10 active;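 active means over 50% inhibition of intestinal alkaline phosphatase at 20 µM in the single-dose screen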
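Assay system: bovine IAP enzyme; medium: DEA buffer 100 mM, pH 9.8, with MgCl2 1.0 mM, ZnCl2 0.02 mM; doses: 20 µM single dose; incubation: enzyme reaction for 30 min at room temperature; detection: CDP-star luminescence signal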
PPARg SRC-1 ag = PPARgamma-driven SRC-1 recruitment agonism; P37231; PPARgamma-SRC-1 coactivator recruitment biochemical assay; activation, % at 8 µM; 200,000 tested, 0.41% active; AID 631; in the data active means activation above about 19%;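 further: 0% = DMSO and 100% = reference agonist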
STAT3 act = activators of IL-6 induced STAT3 signaling | U3A cells, IL-6 STAT3-luciferase reporter, luminescence; 100% = signal with IL-6 EC80 alone | activation (% of control), % at 5.6 µM | 190,000 tested, 0.91% active | AID 871;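 active means activation above the screen-wide mean of compound activation plus 3 SD, cut at about 130% in these data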;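 further: 0% = background luminescence of wells with medium and substrate only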
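Detection: reporter luminescence signal / Assay system: STAT1-lacking human U3A cells, STAT3 luciferase reporter / Incubation: compound pre-incubation 1 h before IL-6, then 6 h stimulation at 37 °C / Control set: IL-6-only high control / Read-out: % activation relative to IL-6 control / Probe or stimulus: Interleukin-6, 33 ng/mL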
STAT1 inh = reduces IFN-gamma driven STAT1 reporter signal; NIH 3T3 STAT1-luciferase reporter, luminescence; inhibition, % at 5.5 µM; 200,000 tested, 0.35% active;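 active means inhibition above a set limit, the mean inhibition across all tested compounds plus 3 SD, cut at about 34% in these data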;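 further: 0% = IFN-gamma with DMSO and 100% = IFN-gamma with 300 µM nifuroxazide; values of inactives mirror those of a sister screen read the other way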
PPARg SRC3 recr = agonists of human PPARgamma SRC-3 coactivator recruitment | P37231 | biochemical PPARgamma/SRC-3 coactivator recruitment assay | activation, % at 8 µM | 200,000 tested, 0.26% active | AID 731; in the data active means activation above about 23%;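 further: 0% = DMSO and 100% = reference agonist; some compounds past the cut are filed as inactive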
Starred values were filed as active, the others as inactive; . = not tested or not shown.

SMILES	ROMK mod	TR-FRET SRC-2 ct	PPARg SRC-2 ag	TNAP act hi DEA	STAT3 blocker	bIAP act	bIAP inhibitor	PPARg SRC-1 ag	STAT3 act	STAT1 inh	PPARg SRC3 recr
O=C(NCCCn1ccnc1)C(=O)NCc1ccccc1	.	1376	-2	1	-2	0.9	8	-1	105	-7	-2
CC(C)C(OC(=O)C1CCCO1)C(=O)NC1CCCC1 (stereo unspecified)	.	1398	4	1	-2	0.9	13	-3	107	1	5
CC(=O)Nc1ccc(S(=O)(=O)Nc2ccc(N3CCOCC3)c(F)c2)cc1	-0.35	1468	10	1	14	1	3	5	92	6	-1
Cc1ccc(N(C(=O)c2snc(C(N)=O)c2N)C(C(=O)NCCC(C)C)c2ccco2)cc1 (stereo unspecified)	-0.016	1618	-6	1.1	1	1	3	-4	104	-10	1
O=S(=O)(c1cccc(-c2csc(-c3ccccc3)n2)c1)N1CCOCC1	-0.83	1665	3	1	2	0.9	12	-5	100	-3	0
CCc1cc2c(NC(Cc3c[nH]c4ccccc34)C(=O)O)nc(C)nc2s1 (stereo unspecified)	1.2	1474	-6	1	-25	0.9	6	0	126	16	-5
CCc1[nH]nc2c1C(C1C=CCCC1)C(C#N)=C(N)O2 (stereo unspecified)	.	1473	-3	1	6	1	-1	1	95	-5	0
Cc1ccc(S(=O)(=O)N2CCCC(c3nnc4n3-c3ccccc3SC4)C2)cc1 (stereo unspecified)	.	1429	2	1.1	3	0.9	6	-11	101	7	-13
O=C(c1cncc(Br)c1)N1CCN(c2ccc([N+](=O)[O-])cc2)CC1	.	1485	5	0.9	16	1.1	-14	7	88	9	3
COc1ccc(S(=O)(=O)Nc2cc(C(=O)NCCCN3CCOCC3)ccc2N2CCOCC2)cc1	0.015	1532	-8	1	0	1	2	10	102	-1	2
COc1ccc(S(=O)(=O)NC(Cc2cnc[nH]2)C(=O)O)cc1 (stereo unspecified)	.	1554	3	1	-6	1	3	0	105	-1	0
CNC(=O)COC(=O)COc1ccc2c(C)cc(=O)oc2c1	-0.71	1742	-4	1	2	1.2	-18	2	104	-4	-4
Cc1ccc(CNc2oc(COc3ccccc3Cl)nc2C#N)cc1	0.37	1558	3	1	2	0.8	20	-6	105	-2	4
Cc1nc(C)c(CCNC(=O)c2ccccc2Br)s1	0.63	1572	6	1	-8	1	-5	3	105	6	0
CCOC(=O)c1c(NC2=NS(=O)(=O)c3ccccc32)sc2c1CCCCC2	.	1527	1	1	-11	0.9	11	-2	105	-11	-8
COc1ccc(NC(C)=O)cc1NC(=O)CSc1nnc(-c2ccc(F)cc2)n1N	-0.33	1429	3	1.1	2	0.9	11	-1	101	4	-3
Cc1ccc(C(=O)Nc2nc(C)c(C)s2)o1	-0.17	1395	3	1	4	0.9	6	5	101	-34	3
COC(=O)C(Cc1ccccc1)NC(=O)COc1ccc(C(C)(C)C)cc1 (stereo unspecified)	.	1467	-6	1	-20	1	0	10	120	-1	-6
Cc1ccc(C)c(S(=O)(=O)N2CCN(CC(=O)NC(=O)NCc3ccco3)CC2)c1	0.41	1689	-4	1.1	-2	1	-4	9	103	12	0
CC(C)(C)[C@@H]1C=C(C(=O)O)O[C@H](OCc2ccc(CO)cc2)C1	.	1536	8	1.1	.	1.1	-9	-3	.	-5	-1

Some of these compounds in order of their number in bIAP inhibitor, highest first.
Compound	ROMK mod	PPARg SRC-2 ag	TNAP act hi DEA	bIAP act	bIAP inhibitor	PPARg SRC-1 ag	STAT3 act	STAT1 inh	PPARg SRC3 recr
CCOC(=O)c1c(NC2=NS(=O)(=O)c3ccccc32)sc2c1CCCCC2	.	1	1	0.9	11	-2	105	-11	-8
Cc1ccc(C(=O)Nc2nc(C)c(C)s2)o1	-0.17	3	1	0.9	6	5	101	-34	3
Cc1ccc(C)c(S(=O)(=O)N2CCN(CC(=O)NC(=O)NCc3ccco3)CC2)c1	0.41	-4	1.1	1	-4	9	103	12	0

Other entries.
SMILES	ROMK mod	TR-FRET SRC-2 ct	PPARg SRC-2 ag	TNAP act hi DEA	STAT3 blocker	bIAP act	bIAP inhibitor	PPARg SRC-1 ag	STAT3 act	STAT1 inh	PPARg SRC3 recr
COc1ccc(N2CCN(c3cnc4ccccc4n3)CC2)cc1	-0.89	1574	5	1	9	1	1	2	101	-38	2
O=C1c2ccccc2NC(c2ccccc2O)N1NS(=O)(=O)c1ccccc1 (stereo unspecified)	-0.11	1517	1	1	-1	1	-4	3	101	-2	4
Cc1ccc(N)cc1CN1CCCC1=O	-0.15	1657	2	1	3	1	4	3	101	0	0
O=C(c1cccnc1)N1CCN(S(=O)(=O)c2ccc3ccccc3c2)CC1	0.57	1228	0	1.1	-12	1	3	2	107	-4	-15
O=S(=O)(NCc1ccccc1)NCc1ccccc1	.	1577	1	1.1	0	1	-2	0	103	2	2
CC(=O)c1c(C(C)=O)c(C)n(-c2ccc(N)cc2)c1C	0.16	1350	-2	1	-1	1	0	0	106	6	4
O=C(OCC(=O)N1CCN(C(=O)c2ccco2)CC1)C1=COCCO1	.	1499	9	1.1	4	1	5	-3	102	-6	-3
CCO[C@@H]1OC(C(=O)N2CCCCCCC2)=C[C@H](c2ccc(C(F)(F)F)cc2)[C@H]1CCCO	.	1515	8	1.1	.	1.2	-19	6	.	4	-8
CC(=O)NC(Cc1ccccc1)C(C)=O (stereo unspecified)	0.082	1578	11	1	4	1	-1	-1	101	4	2
CCOC(=O)C1CCCN(CC(=O)Nc2cccc(C(C)=O)c2)C1 (stereo unspecified)	0.39	1509	1	1	7	1.1	-7	3	95	9	3
O=C(CNC(=O)c1ccccc1)NCC(=O)OCC(=O)c1ccccc1	-0.78	1403	1	1	1	1.1	-7	2	101	-1	3
Clc1ccc(NC2=NCCC2)cc1Cl	.	1508	-5	1.1	0	0.8	17	-1	108	4	4
CCOc1ccc(-n2c(COc3ccccc3)nnc2SCC(N)=O)cc1	.	1479	-5	1.1	2	1	-2	8	101	2	5
CC(=O)N1CCCc2cc(S(=O)(=O)N3CCC(C)CC3)ccc21	-0.19	1480	-2	1	12	1	3	0	92	-9	-1
CCC(C)(C)NC(=O)C1CCN(S(=O)(=O)c2cccs2)CC1	-0.049	1384	-10	1	18	1.1	-10	-6	93	-1	2
Cc1ccc(SCc2cc(=O)[nH]c(/N=C(\N)Nc3ccc(C)c(C)c3)n2)cc1	.	1807	6	1	19	1.2	-21	1	87	11	16
CCc1ccc(OCC(=O)NC(=S)Nc2ccc(C(C)=O)cc2)c(Br)c1	1.4	1564	-5	1.1	0	0.8	19	4	103	-4	-2
COC(=O)N1CC=CC1(C)C(=O)NCc1cc(F)cc(C(F)(F)F)c1 (stereo unspecified)	-0.18	1433	3	1.1	-4	0.8	25	2	101	-7	0
O=C(c1cccc(Cl)c1)N(Cc1cccs1)C1CCS(=O)(=O)C1 (stereo unspecified)	0.21	1580	8	1.1	3	0.9	6	0	98	6	11
O=C(CN1C(=O)C2CC=CCC2C1=O)NC1CCCc2ccccc21 (stereo unspecified)	-0.058	1670	6	0.9	4	0.8	18	-2	97	10	14

Given as comma-separated lines: 12 of the compounds above
SMILES,ROMK mod,TR-FRET SRC-2 ct,PPARg SRC-2 ag,TNAP act hi DEA,STAT3 blocker,bIAP act,bIAP inhibitor,PPARg SRC-1 ag,STAT3 act,STAT1 inh,PPARg SRC3 recr
CCO[C@@H]1OC(C(=O)N2CCCCCCC2)=C[C@H](c2ccc(C(F)(F)F)cc2)[C@H]1CCCO,.,1515,8,1.1,.,1.2,-19,6,.,4,-8
CC(=O)NC(Cc1ccccc1)C(C)=O (stereo unspecified),0.082,1578,11,1,4,1,-1,-1,101,4,2
CCOC(=O)C1CCCN(CC(=O)Nc2cccc(C(C)=O)c2)C1 (stereo unspecified),0.39,1509,1,1,7,1.1,-7,3,95,9,3
O=C(CNC(=O)c1ccccc1)NCC(=O)OCC(=O)c1ccccc1,-0.78,1403,1,1,1,1.1,-7,2,101,-1,3
Clc1ccc(NC2=NCCC2)cc1Cl,.,1508,-5,1.1,0,0.8,17,-1,108,4,4
CCOc1ccc(-n2c(COc3ccccc3)nnc2SCC(N)=O)cc1,.,1479,-5,1.1,2,1,-2,8,101,2,5
CC(=O)N1CCCc2cc(S(=O)(=O)N3CCC(C)CC3)ccc21,-0.19,1480,-2,1,12,1,3,0,92,-9,-1
CCC(C)(C)NC(=O)C1CCN(S(=O)(=O)c2cccs2)CC1,-0.049,1384,-10,1,18,1.1,-10,-6,93,-1,2
Cc1ccc(SCc2cc(=O)[nH]c(/N=C(\N)Nc3ccc(C)c(C)c3)n2)cc1,.,1807,6,1,19,1.2,-21,1,87,11,16
CCc1ccc(OCC(=O)NC(=S)Nc2ccc(C(C)=O)cc2)c(Br)c1,1.4,1564,-5,1.1,0,0.8,19,4,103,-4,-2
COC(=O)N1CC=CC1(C)C(=O)NCc1cc(F)cc(C(F)(F)F)c1 (stereo unspecified),-0.18,1433,3,1.1,-4,0.8,25,2,101,-7,0
O=C(c1cccc(Cl)c1)N(Cc1cccs1)C1CCS(=O)(=O)C1 (stereo unspecified),0.21,1580,8,1.1,3,0.9,6,0,98,6,11

The list continues.
SMILES	ROMK mod	TR-FRET SRC-2 ct	PPARg SRC-2 ag	TNAP act hi DEA	STAT3 blocker	bIAP act	bIAP inhibitor	PPARg SRC-1 ag	STAT3 act	STAT1 inh	PPARg SRC3 recr
Cc1cc2nc(SC(C)C(=O)O)[nH]c2cc1C (stereo unspecified)	1.2	1490	2	1.1	1	1	4	-4	105	-2	9
CC(=O)Nc1ccc(NC(=O)c2ccccc2Sc2ccc([N+](=O)[O-])cc2Cl)cc1	.	1435	3	1	5	0.9	14	2	98	2	-1
CN1c2ccsc2/C(=N/Nc2ccc(F)cc2)CS1(=O)=O	0.73	1606	0	1	-31	1	2	3	126	-12	-1
N#CCC(=O)N1CCn2c1nc1ccccc12	.	1551	5	1	-2	1	-4	-1	105	2	0
C#CCOCCOCCOCCNc1nc(N2CCN(C(=O)Cn3cc(CCO)nn3)CC2)nc(N2CCN(C(=O)[C@H](C(C)C)n3cc(CCO)nn3)CC2)n1	-0.21	1372	4	1	-7	1	4	0	104	3	-2
CCc1ccc(NC(=S)Nn2cnnc2)cc1	-0.47	1549	7	1	-2	1	-3	7	108	-4	-2
O=C1C2C3CCC(C3)C2C(=O)N1CNc1ccccc1 (stereo unspecified)	0.72	1681	10	1	1	1.1	-12	1	97	1	-1
CCOc1c(Br)cc(CNCc2cccs2)cc1OC	.	1512	4	1	14	0.7	26	-1	92	3	2
COc1cc2[nH]c(=S)n(NC(=O)CC(C)C)c(=O)c2cc1OC	.	1604	1	1.1	-6	1	4	4	107	1	2
NC(=O)c1ccc(NC(=O)c2ccc3c(c2)OCO3)cc1	0.84	1349	8	1	-23	0.9	14	-4	116	-42	-9
CC(C)(C)OC(=O)N1CCC[C@@H]1C(=O)N1CCC(C(=O)O)CC1	-0.66	1543	-2	1.1	5	1	-2	-4	100	-10	-3
